NPYLR7 agonist = activates Aedes aegypti NPYLR7 receptor. HEK293T NPYLR7/Galpha15, GCaMP6s calcium fluorescence. activation, % at 10 µM. 0.15% of 270,000 active. AID 1259423; in the data active means activation above about 40%;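 further: 0% = vehicle and 100% = reference agonist at the receptor; some compounds past the cut are filed as inactive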
mcGAS inh = blocks mouse cGAS activity; AID 1259399; Q8C6L5; 0.15% of 160,000 active; inhibition, % at 12.5 µM; recombinant cGAS, Kinase-Glo ATP depletion luminescence;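 further: 0% = negative control wells and 100% = reference inhibitor with no enzyme activity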
hcGAS inh = blocks human cGAS activity. 0.081% of 290,000 active. Q8N884. inhibition, % at 12.5 µM. AID 1259398. recombinant h-cGAS, ATP depletion, Kinase-Glo luminescence;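 further: 0% = vehicle reaction and 100% = reaction without DNA for no activity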
Target sequence (Q8N884 whole entry, looked up): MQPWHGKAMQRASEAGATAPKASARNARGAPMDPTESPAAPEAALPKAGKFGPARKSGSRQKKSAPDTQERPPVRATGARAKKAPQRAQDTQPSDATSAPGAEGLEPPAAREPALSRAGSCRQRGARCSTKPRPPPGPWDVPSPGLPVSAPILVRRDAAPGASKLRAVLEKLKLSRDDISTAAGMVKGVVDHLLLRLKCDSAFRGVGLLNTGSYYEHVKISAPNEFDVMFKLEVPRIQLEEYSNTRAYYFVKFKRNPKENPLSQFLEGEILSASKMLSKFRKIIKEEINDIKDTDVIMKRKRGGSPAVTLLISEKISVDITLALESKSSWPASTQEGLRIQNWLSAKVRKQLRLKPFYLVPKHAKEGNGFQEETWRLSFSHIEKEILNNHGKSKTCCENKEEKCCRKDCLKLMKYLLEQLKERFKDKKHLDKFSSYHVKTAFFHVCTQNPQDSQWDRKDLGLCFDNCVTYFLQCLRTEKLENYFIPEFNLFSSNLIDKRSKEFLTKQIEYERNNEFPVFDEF
* marks the source's active call; other numbers are inactive results; · = no result given; & = joins results of further samples. Unless noted, no stated cut-off is given here; in the data, active means inhibition above about 40%; inactive means the rest. An unsorted share of the library. About 0.29% of those tested had a hit in this group.

molecule | hcGAS inh | NPYLR7 agonist | mcGAS inh
COc1ccccc1-c1csc(NC(=O)Cc2cccc3ccccc23)n1 | 1 | -4 | -4
CC(=O)c1ccc(N2CCN(Cc3ccc(-n4cncn4)cc3)CC2)nc1 | -4 | 6 | ·
Cc1cc(N2CCOCC2)n2ncc(-c3ccc(Cl)cc3)c2n1 | 1 | 5 | -4
COc1cc(C/C=C\c2ccccc2)c(OC)cc1O | 2 | 1 | -5
CC1CCCCN1S(=O)(=O)c1ccc(Br)c(C(=O)Nc2ccc3c(c2)OCO3)c1 (stereo not given) | -5 | 3 | -7
CSc1cccc(NC(=O)N2CC(=O)N3CCc4ccccc4C3C2)c1 (stereo not given) | -12 | 28 | -6
CCCCCNC(=O)c1ccccc1C(=O)c1ccccc1 | -1 | 4 | -5
CN(CC(=O)Nc1ccccc1Cl)C(=O)CSc1nncn1C1CC1 | -4 | 4 | -10
CCc1c(C)nc(-n2nc(C)cc2NC(=O)Cc2cccc3ccccc23)[nH]c1=O | -5 | 1 | -6
Cc1c(C)n2c3c(=O)n(C)c(=O)n(C)c3nc2n1-c1ccccc1F | -4 | -1 | ·
Cn1c(=O)c2c(nc(Br)n2CCSc2nc3ccccc3s2)n(C)c1=O | -4 | -3 | -4
CN1CCN(C(CNC(=O)c2ccccc2)c2ccc(N(C)C)cc2)CC1 (stereo not given) | -5 | 3 | -8
COC(=O)C(CCCCN1C(=O)C2C3C=CC(C3)C2C1=O)N1C(=O)C2C3C=CC(C3)C2C1=O (stereo not given) | 0 | 5 | -4
CSc1nc(N2CCCC2)c2cnn(CCNC(C)=O)c2n1 | -5 | · | -7
C=CC[C@@H]1CC=C[C@@H](C)N1C(=O)CCn1nnc2ccccc21 | -5 | 6 | ·
Cc1ccccc1C(c1ncccc1C)N(C)C(=O)C1CCN(CCCOc2ccc(F)cc2)CC1 (stereo not given) | 1 | 3 | ·
CC(=O)c1ccc(NC(=O)N(C)c2c(C)nc3ccc(C(=O)N4CCN(C(=O)c5ccco5)CC4)cn23)cc1 | -6 | 10 | -1
O=C(Cc1ccccn1)NCCC(=O)Nc1ccccc1F | -4 | -1 | -18
Cc1cccc(C)c1NC(=O)c1cccc(NC(=O)C(C)n2cccc2)c1 (stereo not given) | -4 | 2 | ·
CCn1cc(Cn2ccnc2C2CCOC2)cn1 (stereo not given) | -8 | 3 | -14
CCOC(=O)C1CCCN(C(=O)c2coc(CN(CCc3c[nH]c4ccccc34)Cc3ccc(OCC)cc3)n2)C1 (stereo not given) | -3 | 19 | -6
CCCS(=O)(=O)N1CCc2c(c(C(=O)N3CCOCC3)nn2C)C1 | -16 | · | -7
Cc1ccc(N=Cc2nc(-c3ccc(Cl)cc3)oc2O)c(C)c1 | -2 | -6 | -4
CC(C)(C)c1ccc(Nc2ncc(S(=O)(=O)N3CCOCC3)s2)cc1 | -10 | 13 | -7
CCN1CCN(c2nc3c(C)cccn3c(=O)c2C=C2SC(=S)N(CC(C)C)C2=O)CC1 | -7 | 7 | ·

Next section.
molecule | hcGAS inh | NPYLR7 agonist | mcGAS inh
CSc1cccc(CN2CCc3c(cccc3NC(=O)c3ccncc3)C2)c1 | 1 | 5 | ·
CCc1ccccc1SCc1ccc(C(=O)N2C3CCC2CC(Oc2ccc(F)cc2F)C3)cc1 (stereo not given) | 5 | -20 | -1
C=C(CC(=O)OC)C(=O)NCCc1cccc(OC)c1 | -5 | -8 | ·
O=C(CN1CCCCCC1)N1CCC2(CC1)CN(Cc1ccccc1)CC2CO (stereo not given) | 4 | · | 0
Cc1c(C(=O)OCC(C)C)[nH]c2c1C(=O)CCC2 | -9 | 11 | ·
CCN1CC(CN(C)Cc2nc(-c3ccc(C(=O)OC)cc3)oc2C)CC1=O (stereo not given) | -6&-5 | 22&-3 | ·
CN1CCN(CCC2CCCCN2C(=O)c2ccc[nH]2)CC1 (stereo not given) | -3 | · | -1
Cc1cnc(C)c(-c2ccc(O)cc2)n1 | -5 | 0 | ·
COc1cc(/C=C/C(=O)N2CCN(CC(=O)NC(C)C)CC2)cc(OC)c1OC | -3 | -13 | ·
C=CCN(Cc1cccc(OCC)c1)C(=O)C1CCOCC1 | -1 | -3 | -15
O=c1nc2n3ccc(-c4ccncc4)cc3ncc-2s1 | -2 | 55* | -2
CCN(CC)Cc1cnc2c(C(=O)Nc3c(C)cc(=O)[nH]c3C)cnn2c1 | -3 | 29 | ·
CN(CCN1CCCC1=O)C(=O)c1ccc(Br)cc1O | -14&-3 | 4&10 | ·
COC(=O)c1ccc(CC2(C)C(=O)Nc3ccc(-c4ccc(F)cc4)cc32)o1 (stereo not given) | 3 | 7 | 1
CCc1ccc2nc(C)cc(C(=O)N3CCC(CCC(=O)NC4CC4)CC3)c2c1 | -6 | 8 | ·
CC(Cn1cccn1)NC(=O)Cn1ccc(=O)n(C)c1=O (stereo not given) | 1 | 5 | ·
CSc1ncc(CN2CCN(C(C)C)C(CCO)C2)cn1 (stereo not given) | 4 | -2 | ·
CCC(O)(CC)c1ccccc1N | -7 | -5 | ·
C=CCOCC(O)CN(Cc1c(-c2ccc(F)cc2)noc1N(CC)CC)CC1CC1 (stereo not given) | -5 | 8 | -7
O=C(c1ccc(Cn2cnnn2)cc1)N1CCCC(c2ccn[nH]2)C1 (stereo not given) | -3 | 6 | ·
COC(C)c1cccc(-c2cc(N)ncn2)c1 (stereo not given) | -7 | 1 | ·
Cc1[nH]c(=O)c(C#N)c(C)c1CCC(=O)N1CCCCC1 | 1 | 2 | ·
COCCN(CC(=O)Nc1cc(C(C)(C)C)nn1-c1cccc(C)c1)C(=O)Nc1c(Cl)cccc1Cl | -3 | 6 | -4
Cc1cc2ccccc2n1CCNC(C)Cn1cncn1 (stereo not given) | -9 | 16 | ·
c1csc(-c2cc(CSc3nnnn3C3CC3)no2)c1 | -7 | 3 | ·

Sorted by molar mass (lowest first): seven of the compounds above
molecule | hcGAS inh | NPYLR7 agonist | mcGAS inh
Cc1c(C(=O)OCC(C)C)[nH]c2c1C(=O)CCC2 | -9 | 11 | ·
O=c1nc2n3ccc(-c4ccncc4)cc3ncc-2s1 | -2 | 55* | -2
Cc1cc2ccccc2n1CCNC(C)Cn1cncn1 (stereo not given) | -9 | 16 | ·
CC(Cn1cccn1)NC(=O)Cn1ccc(=O)n(C)c1=O (stereo not given) | 1 | 5 | ·
CCN1CC(CN(C)Cc2nc(-c3ccc(C(=O)OC)cc3)oc2C)CC1=O (stereo not given) | -6&-5 | 22&-3 | ·
O=C(CN1CCCCCC1)N1CCC2(CC1)CN(Cc1ccccc1)CC2CO (stereo not given) | 4 | · | 0
C=CCOCC(O)CN(Cc1c(-c2ccc(F)cc2)noc1N(CC)CC)CC1CC1 (stereo not given) | -5 | 8 | -7

The results go on.
molecule | hcGAS inh | NPYLR7 agonist | mcGAS inh
O=C(NCCN1CCCC1)[C@@]1(OCc2ccccc2F)CC(OCc2ccc(C(F)(F)F)cc2)[C@H](O)[C@H](O)C1 (stereo not given in full) | 2 | -2 | -1
Cc1ccc(-n2c3c(c(=O)[nH]c2=O)C(NC(=O)c2ccc(Cl)cc2)(C(F)(F)F)C(=O)N3)cc1C (stereo not given) | -4 | -5 | ·
CC(C)N(CC(=O)N(Cc1cccn1Cc1ccc(F)cc1)C1CCCCC1)C(=O)c1ccc(Cl)cc1 | -4 | 1 | -5
Nc1cc(=O)[nH]c2nnc(SCc3ccc(Br)cc3)n12 | -8 | 6 | ·
CCOC(=O)C1=C(c2ccccc2)Nc2nnnn2C1c1ccsc1 (stereo not given) | -6 | -2 | -6
CCCC(=NCc1ccccc1)C1=C(O)C(C(=O)OC)C(C)(C)CC1=O (stereo not given) | -6 | 0 | ·
C=CCn1ncc(-c2c(-c3ccccc3)ncn2C2CCC(O)CC2)c1C (stereo not given) | -5 | 7 | -17
O=C(CCc1cccnc1)NC12CC3CC(CC(C3)C1)C2 | -5 | -6 | ·
C=CCN(Cc1nccn1Cc1ccccc1Cl)C(=O)c1ccc(C)cc1 | -11 | · | -11
COc1ccc(Cn2c(SC)nc3ccccc32)cc1 | -5 | 17 | -8
COc1nc(NS(=O)(=O)c2ccc(NC(C)=O)cc2)nc(C)c1Cl | 0 | 1 | 1
Cc1ccc(NC(=O)CSc2nc3[nH]ncc3c(=O)[nH]2)cc1 | -3 | -3 | ·
CCOc1ccc(OCCOc2ccc(C)cc2OC)cc1 | 5 | -3 | ·
CCN1C=C(c2ccc3ccccc3n2)C(C[N+](=O)[O-])c2ccccc21 (stereo not given) | -4 | 20 | ·
COc1ccc(CCNC(=O)CN2[C@@H]3CC[C@H]2CC(O)C3)cc1 (stereo not given in full) | -6 | -3 | ·
C=C(C)COc1ccccc1C(=O)N1CCCC1c1nc(C(C)C)no1 (stereo not given) | -6 | 0 | ·
CCOC(=O)c1sc(NC(=O)c2ccco2)nc1C | 4 | 5 | -1
CC(C)c1cc(C2CCCN2C(=O)C2CCC2)on1 (stereo not given) | -5 | · | -4
Nc1cccc(OCCOCCOc2cccc(N)c2)c1 | -10 | -4 | -5
COCCN1CC2=C(C1=O)C(c1cc(OC)c(OC)c(OC)c1)NC(=O)N2 (stereo not given) | -9 | 2 | ·
O=C(Nc1cc(-c2ccccc2)nn1-c1ccccc1Cl)c1ccc(F)c(C(F)(F)F)c1 | 4 | 3 | 2
CCOc1ccc(NC(=O)NCc2nnc(SCc3cccc(OC)c3)n2-c2cc(Cl)ccc2Cl)cc1 | -2 | -1 | -6
FC(F)(F)c1cc(-c2nccnc2NCc2ccccc2)cc(C(F)(F)F)c1 | -7 | -6 | -2
CCCNC(=O)CN1C(=O)NC(C)(c2ccc(F)cc2)C1=O (stereo not given) | -7 | -1 | ·
CCN1CCC(Nc2ncnc3c2cnn3-c2ccccc2)CC1 | -16 | 13 | -3

(cont.)
molecule | hcGAS inh | NPYLR7 agonist | mcGAS inh
COc1cc(OC)cc(N2CCN(C(=O)c3ccc(F)cc3)C(C)C2=O)c1 (stereo not given) | -3 | 15 | -4
Cc1sc2ncnc(SCC(=O)c3ccc(F)cc3)c2c1C | -4 | -7 | -5
COc1ccc(C(C)(C)C)cc1NC(=O)c1ccc(Cl)c(S(=O)(=O)N2CCOCC2)c1 | 1 | 4 | ·
O=C(NCCn1ncc2c(N3CCCC3)ncnc21)C1COc2ccccc2O1 (stereo not given) | -8 | -2 | -6
COc1ccc(OC)c2sc(N(CCCN3CCOCC3)C(=O)C3=COCCO3)nc12 | -9 | 0 | -10
COc1ccc(OC)c(C2CC(c3ccc(F)cc3)=NN2C(=O)CN2CCN(C(C)=O)CC2)c1 (stereo not given) | -4 | -2 | ·
Cc1ccc(C)c(Cn2c(=O)c3c(nc4[nH]c(C)c(C)n43)n(C)c2=O)c1 | -8 | -6 | ·
CCCCc1ccc(-c2nc(C=Nc3ccc(C(C)=O)cc3)c(O)o2)cc1 | -1 | -3 | -3
CCOC(=O)C(=O)N(C)c1c(CC)nc2c(OCc3ccccc3)cccn12 | -3 | 1 | -5
O=C(N/N=C\c1c(O)ccc2ccccc12)c1ccc(=O)[nH]n1 | -7 | 1 | ·
COC(=O)c1ccc(Oc2c(C)oc3c4c(ccc3c2=O)OCN(C(C)C)C4)cc1 | 5 | 0 | -1
Cc1nc(SCC(=O)N2CCNC2=O)c2c3c(sc2n1)CCC3 | -4 | 0 | ·
CN(Cc1nc(Cc2ccccc2F)no1)CC1CCCCO1 (stereo not given) | -4 | 2 | ·
CN(C)CCN(C(=O)c1cc(Cl)c(Cl)n1C)c1ccccc1 | -6 | 4 | ·
CCOC(=O)c1nc2ccccc2nc1N1CCN(C(=O)c2c(C)noc2C)CC1 | -6 | 22 | ·
CCC(C)Cn1c(C2CC(=O)N(c3cccc(OC)c3)C2)nc2ccccc21 (stereo not given) | 2 | 30 | ·
Cc1ccc(-n2c(SCc3nc(C(=O)N4CCOCC4)cs3)nnc2-c2ccco2)cc1 | 0 | -12 | 1
CCc1nc(N2CCN(c3ccc(F)cc3)CC2)c2c3c(sc2n1)CCCC3 | -6 | -2 | -4
Cc1nc(Cl)ccc1C(=O)Nc1cnn(CCN(C)C)c1 | -3 | -1 | ·
O=C(NCCN1CCN(C(=O)CSCc2ccccc2)CC1)c1cccs1 | -10 | -1 | ·
Cc1cc(C)n(CC(=O)N2CCOC(c3ccc(Cl)cc3)C2)c(=O)n1 (stereo not given) | -4 | 7 | ·
CCC(NC(=O)c1oc2c(c1C)C(=O)CCC2)c1cnn(CC)c1 (stereo not given) | -17 | 4 | ·
Cc1cccc(Nc2ncccc2C(=O)NCCCN2CCCC2=O)c1C | -3 | 12 | -5
Cc1nc(SCC(=O)NCCN2C(=O)CSC2=O)c2c3c(sc2n1)CCC3 | 0 | -2 | ·
CC(=O)c1ccc(N2CCN(Cn3ncn(-c4ccccc4C)c3=S)CC2)c(F)c1 | -7 | 11 | ·

Going on with the list:
molecule | hcGAS inh | NPYLR7 agonist | mcGAS inh
Cc1nc(CN)cc(N(C)Cc2nonc2C)n1 | -4 | 14 | ·
Cc1cn2c3c(=O)n(CCCO)c(=O)n(C)c3nc2n1CCc1ccccc1 | -11 | · | -8
CC1Cc2cc(-c3cc(CNC(=O)CSc4ncccn4)no3)ccc2O1 (stereo not given) | 2 | -3 | ·
CCOC(=O)Cn1c(SCCOc2ccccc2)nc2ccccc21 | 7 | -3 | 1
O=C(NCCn1ncccc1=O)c1ccc(F)cc1F | -13 | 0 | ·
Cc1cc(C)cc(CSc2nnc(NC(=O)c3ccc(Cl)cc3Cl)s2)c1 | -4 | -4 | -4
CCOC(=O)N1CCN(C(=O)CC2(c3ccccc3)CC(=O)N(CC3CCCCC3)C2=O)CC1 (stereo not given) | -6 | 34 | -11

Source: PubChem BioAssay (Fisher Drug Discovery Resource Center)
